INS-1E GSIS act – primary screen for activators of insulin secretion dependent on glucose, INS-1E cells, GLuc reporter luminescence. INS-1E GLuc reporter insulin secretion, 2-3 h. activation, % at 16.6 µM. 370,000 compounds, 0.61% hits. AID 743287;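 active means lowest replicate activation of at least 40%, so every replicate reaches that level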;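 further: 0% = median of neutral control wells and 100% = median of IBMX positive control wells; some compounds called inactive have numbers as strong as hits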
PAX8 inh HTS – PAX8 transcriptional activity inhibition. RMG-I TPO-luciferase reporter, SteadyGlo, 24 h. inhibition, % at 12.6 µM. 360,000 compounds, 1.2% hits;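 active means mean replicate inhibition at least 60% with every replicate also reaching 60%; inconclusive means only one of the two criteria is met; inactive means mean below 60% and not all replicates reaching 60%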;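 further: luciferase light reporting Pax8 driven TPO promoter activity; plate controls were median of neutral control wells for no effect and mitoxantrone controls for full effect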
LGR2 inh – blocks bursicon-induced cAMP signaling via Drosophila LGR2; inhibition, % at 9.99 µM; 380,000 compounds, 0.35% hits; HEK293 LGR2, CRE-luciferase, bursicon-stimulated, 4 h;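 active means drop in luminescence signal, shown as inhibition above about 50% in the replicate tests, limit read from the data, passing the limit was not always enough; inconclusive means probably only some replicates passing the limit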;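 further: agonist challenge used bursicon conditioned medium at about half maximal strength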
The depositor's hits bear a star; ? = inconclusive.

SMILES,INS-1E GSIS act,PAX8 inh HTS,LGR2 inh
Cc1ccc(-c2csc3ncnc(SCC(N)=O)c23)cc1,45.3*,-9.6,-4.0
CC=Cc1ccc2n(c1=O)C[C@@H]1[C@@H](CO)[C@H](C(=O)N3CCC(Cc4ccccc4)CC3)N(CCC)[C@H]21 (mixture of isomers),-14.6,3.0,-8.3
CC1(C)OC(=O)C2=C(CC(CCc3ccccc3)OC2c2ccc(Cl)cc2)O1 (configuration not stated),3.1,0.5,37.3
COc1cc(-c2c(CCO)sc3ccccc23)cc(OC)c1OC,0.1,17.1,-6.9
CCC1OC(C(C)C)Cc2[nH][nH]c(=O)c21 (configuration not stated),1.5,-2.1,3.5
COc1ccc([C@H]2CC(=O)C[C@@H](CCn3cc(-c4ccccc4)nn3)O2)cc1,15.9,-7.7,2.9
COc1ccc(NC(=O)COc2ccc(C)cc2)c([N+](=O)[O-])c1,1.9,-139.2,-96.6
Cn1nc(-c2ccc(N3CCN(CCO)CC3)c([N+](=O)[O-])c2)c2ccccc2c1=O,8.4,-5.7,21.7
Cc1ccccc1-c1ccc2c(c1)[C@@H]1C[C@H]3[C@@H](CN1CC2)[C@H](C)OC(c1ccccc1)N3C (some centres not stated),-46.3,-8.9,2.3
COCCCNC(=O)C[C@@H]1C[C@@]2(C(=O)OC)CCCCC=C2N(Cc2ccco2)C1=O,-10.3,-28.2,-31.2
O=c1cc(CO)[nH]nc1CO,-4.7,-7.1,-5.8
O=C(C(=O)N1CCN(CCN2CCOCC2)CC1)c1ccccc1,-5.0,-25.6,2.0
COc1ccc(C(=O)OCC(=O)Nc2cc(C)c(C)cc2[N+](=O)[O-])cc1,7.7,14.2,-1.7
COc1ccc(C(=O)c2cccc(C(=O)c3ccc(OC)c(C)c3)c2)cc1C,-0.1,7.2,16.0
COc1cc2[nH]c(C)c(-c3ccccc3)c(=O)c2cc1Cl,-6.3,25.3,-3.7
NC(=O)c1ncn([C@@H]2O[C@H](C(=O)N[C@H](Cc3ccccc3)C(=O)N3CCN(c4ccc(Cl)cn4)CC3)[C@@H](O)[C@H]2O)n1,18.6,-6.4,-0.8
O=[N+]([O-])c1ccc(-c2nc(Cl)c3c(n2)CCCC3)o1,0.7,18.5,-10.4
COc1cccc(CC(=O)N2CCN(C(=O)C(=O)c3ccc(OC)c(OC)c3)CC2)c1,-12.3,-15.6,-3.5
COC(=O)C1=C(C)N(C)C(=NCc2ccccc2)NC1c1ccc(F)cc1 (configuration not stated),-27.8,-6.5,-6.8
COc1ccc2c3c(n(C)c2c1)[C@@H](CO)N(C(=O)C1CCOCC1)CC31CCN(C(=O)C2CC2)CC1,3.0,8.5,1.5
CC(C)C(C(=O)NC1CCCC1)N1CCC(O)(c2ccc(Cl)cc2)CC1 (configuration not stated),-3.2,-5.9,-21.9
CCCc1nc2ccc(C(=O)OC)cn2c1Cc1ccccc1OC,-2.4,-17.3,-1.5
Cc1cccc(OCc2n[nH]c(=S)n2-c2ccccc2)c1,7.7,10.6,-5.4
O=C(/C=C/c1cccc(F)c1)N(c1ccccn1)C1CCCCC1,4.3,15.8,3.2
CCOc1ccc2ccccc2c1/C=N/NC(=O)CNC(=O)Cc1ccccc1,0.7,-4.5,-10.6
CCc1cc(CNC(=O)CC2C(=O)NCCN2CC2CCCCC2)on1 (configuration not stated),4.0,0.9,16.2
CCOC(=O)C1CSCCS(=O)(=O)N1Cc1ccc(F)cc1 (configuration not stated),-13.7,14.2,-19.7
COCC1CN(CCc2ccc(F)cc2)S(=O)(=O)c2c(F)cccc2O1 (configuration not stated),12.7,-0.9,-20.5
Cc1ccc(/C=C2\SC(N3CCCC3)=NC2=O)cc1,-2.4,-45.5,-68.6
C=CCN1C(=O)C(C)(C)N(C(C)=O)c2ccccc21,0.1,-10.0,-2.6
COC(=O)c1ccc(C)c(NC(=O)Cc2ccc([N+](=O)[O-])cc2)c1,-2.3,13.7,14.2
CCCNC(=O)[C@H]1[C@H](CO)[C@H]2Cn3c(ccc(-c4cccc(OC)c4)c3=O)[C@H]2N1Cc1nccs1,-4.7,-36.3,-9.8
CCCCC[C@H](C)N1C[C@H](COCc2ccccc2)Oc2cc(N3CCC[C@H]3COC)ccc2S1(=O)=O,3.8,-2.7,13.0
Cc1[nH]nc2c1C(c1ccc(Br)cc1)NC2=O (configuration not stated),-0.4,-3.5,0.4
Oc1ccc(C[C@H]2CN([C@@H](Cc3ccccc3)CN3CCCC3CN3C(=S)NC[C@@H]3Cc3ccccc3)C(=S)N2CC2CCCCC2)cc1 (some centres not stated),-11.3,15.1,1.4
Cc1cc2c(cc1C)-n1nnnc1C(N(C)CCc1ccccc1)C(=O)N2 (configuration not stated),-28.4,-1.2,-0.4
CCOC(=O)[C@]12CCC=C1N(Cc1cccc3ccccc13)C(=O)[C@H](CC(=O)N1CCN(C(=O)c3ccco3)CC1)C2,-18.9,48.2,1.7
O=C(NCC1CCCO1)c1ccc(COc2ccc(Cl)cc2)cc1 (configuration not stated),-7.1,15.8,7.4
COc1cccc(/C=N/NC(=O)c2cc3c(OC)ccc(OC)c3[nH]2)c1O,6.0,34.0,15.6
Cc1ccc(NC(=O)COC(=O)CNC(=O)c2ccc3ccccc3c2)c([N+](=O)[O-])c1,-3.2,7.3,-21.7
C#CC(CC)(CC)NC(=O)NC1CCCCC1,24.3,8.9,17.1
COc1ccc(C(=O)N2c3ccccc3C=CC2C#N)cc1 (configuration not stated),-19.7,4.2,-5.5
COC(=O)Cn1c2ccccc2c(=O)n1C(C)CBr (configuration not stated),11.9,-4.9,-12.9
C#CCN([C@@H](C)C(=O)OCC)S(=O)(=O)c1ccc(Br)cc1F,-6.0,-13.6,-3.6
C#CCN(C(=O)C1CCC(=O)N(CCc2cccc(F)c2)C1)C1CCCCC1 (configuration not stated),-23.7,-73.4,-53.4
Brc1ccc(OCc2nnc3n2CCC3)cc1,13.5,11.7,-23.2
CCCCCCN1CCN(C2CN(Cc3cn(Cc4ccc(F)cc4)nn3)S(=O)(=O)C2)CC1 (configuration not stated),-6.4,-9.5,-6.7
CCCCCCSc1ccc(-c2nc3ccc(C)cn3c2NCCCC)cc1OC,-49.5,7.3,-12.2
CC1CCN(C(=O)c2ccc3c(c2)NC(=O)CN3)CC1,-8.1,-11.3,-6.4
CCCCCCn1cc(CN2CC(N3CCN(Cc4cccc(C)c4)CC3)CS2(=O)=O)nn1 (configuration not stated),-16.7,5.7,-6.5
O=C(NC1CCCCC1)C(c1ccnc2ccccc12)n1c(=O)c(-c2ccccc2)nc2ccccc21 (configuration not stated),-1.3,24.3,-17.0
CC1=C(C(=O)OC(C)C)[C@@H](c2ccc(C)o2)NC(=O)N1,10.1,-3.6,-1.9
CCOC(=O)c1cn(-c2c(Cl)cccc2Cl)c2cc(Cl)c([N+](=O)[O-])cc2c1=O,-24.7,38.1,-3.6
COc1ccc(OC)c(CN(CC(C)C)S(=O)(=O)c2ccccc2Br)c1,-1.4,9.1,1.0
O=C(NC1CCCCCC1)C1CCN(S(=O)(=O)c2cnc[nH]2)CC1,4.0,-6.9,-21.4
CCCCNc1ccc2c(c1)OC[C@H](C)NS2(=O)=O,1.7,-1.3,46.1
CCCc1nc2ccccc2n1C(C(=O)NC(C)(C)C)C1CC1 (configuration not stated),7.9,-14.3,4.8
COc1ccc(CCC(=O)N2c3ccccc3N=C(c3ccc(C(F)(F)F)cc3)C2C(=O)NC2CCCC2)cc1 (configuration not stated),-23.6,11.7,-0.2
O=C(CCCOc1ccccc1)Nc1ccc(Cl)cn1,1.3,0.0,-7.1
COc1ccccc1CCn1cnc(-c2ccccc2F)c1CC(C)C,41.9*,-7.0,?

Additional structures.
SMILES,INS-1E GSIS act,PAX8 inh HTS,LGR2 inh
CCNC(=O)[C@@H]1[C@@H](CO)[C@@H]2Cn3c(ccc(C4=CCCCC4)c3=O)[C@H]1N2C(=O)Cc1ccccn1,8.8,-4.9,11.8
O=C(N[C@H](Cc1ccccc1)C(=O)NCC1CCCO1)[C@H]1O[C@@H](n2ccc(=O)[nH]c2=O)[C@H](O)[C@@H]1O (some centres not stated),1.6,-8.7,12.4
O=C1NC[C@@H](CCCCN2C[C@H](Cc3ccc(O)cc3)N(CCc3ccccc3)C(=O)C2=O)N(CC2CCCCC2)C1=O,-39.7,-7.1,7.4
C(=NNC1=NCCN1)c1ccnc2ccccc12,8.5,-2.5,15.4
CC(C)C[C@H]1CN(CCCC[C@H]2CNC(=O)C(=O)N2CC2CCCCC2)C(=O)C(=O)N1CC1CCCCC1,1.2,-39.1,-3.0
CCN(CC)c1ccc(C=C(c2nnnn2-c2ccc(C)cc2)c2nnnn2-c2ccc(C)cc2)cc1,-21.3,-1.2,-2.5
CCCCNC(=S)N/N=C1\CCCCc2ccccc21,3.0,10.4,-0.4
CCC(c1nc2ccccc2[nH]1)n1c(=O)c(-c2cccs2)nc2ccccc21 (configuration not stated),6.6,20.7,13.3
COC(=O)[C@]12C[C@H](CC(=O)N3CCN(C(=O)C4CC4)CC3)C(=O)N(Cc3ccccc3)C1=C[C@H](C(C)C)O[C@@H]2C1CC1,-26.1,17.7,-15.3
COC(=O)C[C@H]1C=C[C@H](NC(=O)Cc2ccccc2)[C@@H](CO)O1,7.6,-6.5,-5.7
CCCCC1Cc2[nH]c(=S)[nH]c(=O)c2C(C(C)C)O1 (configuration not stated),41.9*,-72.4,-23.8
CCOC(=O)C1=NOC2(C1)C(=O)Nc1ccc(OC(F)(F)F)cc12 (configuration not stated),3.5,-19.1,-1.3
O=C(NC1CCCC1)C1c2ccccc2OCC(=O)N1Cc1cccnc1 (configuration not stated),4.4,0.6,7.3
Cc1nc(NC(=O)C(C)(C)C)sc1C(=O)Cn1cc(-c2ccc(C(C)(C)C)cc2)nn1,7.4,-15.0,2.4
O=C1O[C@@H](c2ccccc2)C[C@@H](O)[C@H](O)CCCc2ccccc21,9.6,4.8,22.5
C(=N\Nc1nc2ccccc2[nH]1)/c1ccccn1,3.5,62.5*,89.7*
CC(C)CN(CC(C)C)C(=O)CN1C(=O)NC2(CCCc3ccccc32)C1=O (configuration not stated),-9.3,14.3,-7.7
CC(C)C[C@H]1CN([C@@H](CC(C)C)CN2CCCC2CN2C(=S)NC[C@@H]2Cc2ccccc2)C(=S)N1CCc1ccccc1 (some centres not stated),8.5,8.2,-13.9
CCCCCCCCN1C(=O)[C@@H](CC(=O)N2CCCCC2)C[C@@]2(C(=O)OC)C1=C[C@H](C1CCCC1)O[C@@H]2C,-21.0,8.1,14.2
CN(Cc1ccccc1)C(=O)c1cccc(C(=O)N(C)Cc2ccccc2)c1,19.6,-10.3,4.2
Oc1ccc(Br)cc1/C=N/Nc1nc(N2CCCCC2)nc(N2CCOCC2)n1,-7.3,-3.6,31.4
CC1(c2nnnn2Cc2ccccc2)CCC(=O)N1c1ccc(N2CCOCC2)cc1 (configuration not stated),8.1,-42.8,-3.1
COc1ccc(NC(=O)CS(=O)(=O)c2cn(CC(=O)N3CCOCC3)c3ccccc23)cc1,-11.0,1.0,5.6
COc1ccc(C(C)=O)cc1CSc1nnc(Nc2ccc(C)cc2C)s1,-10.1,6.1,-29.6
CC(=O)c1ccc(N2CCN(c3ccc(C(N)=O)cc3[N+](=O)[O-])CC2)cc1,4.8,-27.8,-12.2
NNC(=O)[C@H]1C[C@@H]1c1ccccc1,-15.2,8.5,41.9
O=C(Nc1cc(C(F)(F)F)cc(C(F)(F)F)c1)O[C@@H]1c2ccccc2[C@@H]2Cc3csc[n+]3[C@H]12,7.6,-10.8,-6.7

Another view of 4 compounds above.
Below each compound – INS-1E GSIS act | PAX8 inh HTS | LGR2 inh
CC1(C)OC(=O)C2=C(CC(CCc3ccccc3)OC2c2ccc(Cl)cc2)O1 (configuration not stated)
 : 3.1 | 0.5 | 37.3
COc1cc(-c2c(CCO)sc3ccccc23)cc(OC)c1OC
 : 0.1 | 17.1 | -6.9
CCC1OC(C(C)C)Cc2[nH][nH]c(=O)c21 (configuration not stated)
 : 1.5 | -2.1 | 3.5
COc1ccc([C@H]2CC(=O)C[C@@H](CCn3cc(-c4ccccc4)nn3)O2)cc1
 : 15.9 | -7.7 | 2.9

A draw from above in order of count of non-hydrogen atoms, smallest number first.
SMILES,INS-1E GSIS act,PAX8 inh HTS,LGR2 inh
COc1ccc(C(C)=O)cc1CSc1nnc(Nc2ccc(C)cc2C)s1,-10.1,6.1,-29.6
CC(C)CN(CC(C)C)C(=O)CN1C(=O)NC2(CCCc3ccccc32)C1=O (configuration not stated),-9.3,14.3,-7.7
Oc1ccc(Br)cc1/C=N/Nc1nc(N2CCCCC2)nc(N2CCOCC2)n1,-7.3,-3.6,31.4

Compound activity (PubChem)

The list is partial; the hit share may differ from the screen's.
